Screening data: PubChem BioAssay, National Center for Advancing Translational Sciences (NCATS)
CCT modulator = cytosolic chaperonin activity modulation. purified chaperonin ATPase assay, HTRF ADP detection, 30 min. activity change, % (concentration not given with the values), hits read low. 360,000 tested, 0.3% active; in the data active means activity change below about -30%; further: on the % scale 0 is the no-effect control and ±100 the full control effect
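ATPase activity: ADP formed was measured by HTRF Transcreener (665/615 nm ratio) after 30 min at 37 deg C with 10 uM ATP. Compounds screened at one 76 uM concentration against 40 or 20 nM TRiC in Tris pH 7.4/KCl/MgCl2/DTT buffer.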
ATXN viability = reduces viability in counter-screen for ATXN expression inhibitors; S2 cells (HEK-293 line with an ATXN2-luciferase reporter) viability, CellTiter-Fluor protease fluorescence, 24 h; Potency, µM (titrated, usually from 56.7 µM), actives largely listed as cytotoxic; 400,000 tested, 0.49% active; AID 651635; further: potency means the concentration at half of the fitted maximal effect; nearly all actives have a fitted effect of over 40% in size
TGFb inhibitor = blocks TGF-b signaling; Potency, µM (highest dose often 46.1 µM), without a hit: at the highest dose activity, negative = inhibition, actives largely listed as inhibitors; AID 588855; HepG2 CAGA-GFP TGF-b/SMAD3 reporter, GFP fluorescence, 18 h; TGF-beta stimulated, 500 pg/mL final; 410,000 tested, 1.2% active; further: potency means the concentration at half of the fitted maximal effect; on the % scale 0 is the no-effect control and ±100 the full control effect; nearly all actives have a fitted effect of over 65% in size
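Per well, imaged GFP fluorescence of HEPG2 CAGA-GFP cells gives the signal; cells get compound, then TGF-beta (500 pg/mL final), 18 h at 37 degrees C; %Activity versus -TGF-beta and +DMSO controls.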
A549 viability = A549 cytotoxicity, counter-screen for Nrf2 inhibitors; A549 ARE-Fluc cells, CellTiter-Fluor viability, 18-24 h; Potency, µM (series often up to 46 µM), without a hit: top-dose activity change, negative = cytotoxicity, actives largely listed as inhibitors; 390,000 tested, 0.16% active; AID 504648; further: potency means the concentration at half of the fitted maximal effect; on the % scale 0 is the no-effect control and ±100 the full control effect
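Cytotoxicity counterscreen: CellTiter-Fluor fluorescence was measured in A549 ARE_Fluc cells after 18-24 h of compound exposure in a concentration series. The subsequent BugLite luminescent read reports ARE-luciferase activity.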
HepG2 tox = HepG2 cytotoxicity, counter-screen for TGF-b inhibitors. HepG2 CAGA-GFP viability, ATP luminescence, 18 h. Potency, µM (titrated, usually from 46.1 µM), for inactives: at the highest dose activity change, negative = cytotoxicity, hits mostly cytotoxic. 410,000 tested, 0.76% active; further: potency means the concentration at half of the fitted maximal effect; some results filed as inactive show a strong effect at the top dose
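CellTiter-Glo luminescence gave cytotoxicity after 18 hours at 37 degrees C. The cells were HepG2 CAGA-GFP in 1% FBS DMEM, stimulated with 500 pg/mL TGF-beta after compound addition. %Activity was normalised to no-cell wells (complete cell-killing) and DMSO (no toxicity), and curves were fitted and classified.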
Nrf2 block = blocks Nrf2 signaling; A549 ARE-Fluc reporter, luciferase luminescence, 18-24 h; Potency, µM (series often up to 46 µM), without a hit: at the top dose activity change, negative = inhibition, hits mostly inhibitors; 360,000 tested, 2.1% active; AID 504444; further: potency means the concentration at half of the fitted maximal effect; on the % scale 0 is the no-effect control and ±100 the full control effect; nearly all actives have a fitted effect of over 60% in size
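Nrf2 activity is the BugLite luminescence, read 15 min after reagent at room temperature, following CellTiter-Fluor cytotoxicity readout (30 min, 37C). Compound titrations were applied for 18-24 h to 5000 A549 ARE_Fluc cells/well in 5% FBS OPTI-MEM.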
pAkt inh = blocks phosphorylation of Akt | 360,000 tested, 0.32% active | Neuro2A IGF-stimulated pAkt S473 HTRF, 20 min; active compounds read low | AID 651550 | activity change, % for hits at 50 µM; in the data active means activity change below about -80%; inconclusive means mostly about -51% to -80%; further: on the % scale 0 is the no-effect control and ±100 the full control effect
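Neuro2A cells in DMEM with 0.5% FBS, overnight at 37 deg C, given compound at single 50 µM final, then IGF (6 nM final) for 20 min at 37 deg C. Lysed; phospho-Akt Ser473 by HTRF after 24 h, 665/615 ratio.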
MmCpn inh = inhibitors of Methanococcus maripaludis chaperonin (MmCpn); purified Mm-Cpn ATPase, ADP Transcreener TR-FRET; Potency, µM (titrated, usually from 76.9 µM), inactives show at the top dose activity, negative = inhibition, most hits filed as inhibitors; 330,000 tested, 0.031% active; AID 504842; further: potency means the concentration at half of the fitted maximal effect; on the % scale 0 is the no-effect control and ±100 the full control effect; nearly all actives have a fitted effect of over 80% in size
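Eu-cryptate anti-ADP/ADP-d2 competition gives a ratio inversely related to ADP. Enzyme at 25 nM was pre-exposed to compound for 10 min, then given 10 uM ATP for 30 min, 37°C throughout.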
Nrf2 ARE act = activators of Nrf2 (ARE) signaling; AREc32 ARE-luciferase reporter (MCF7-derived line), luminescence, 24 h; 410,000 tested, 0.31% active; Potency, µM (highest dose often 46.1 µM), for inactives: at the top dose activation, usual class: activators; further: potency means the concentration at half of the fitted maximal effect; % of control where 0% means no effect; nearly all actives have a fitted effect of over 65% in size
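Each well held 1000 AREc32 cells, which were incubated with compound for 24 hr at 37 deg C after overnight attachment, and ARE reporter activity was quantified by firefly luciferase luminescence.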
* = called active by the depositor; i = inactive; ? = inconclusive; . = not tested or not shown; & = joins results of further samples; [ ] = dose if it differs, or a comment. Unless noted, the call rests on the fitted dose curve; in most records, active means well fitted curve in the direction sought with a large enough effect; inconclusive means small, poorly fitted or top-dose-only effect, or another doubt; inactive means no such curve, though single readings can be large; an effect the other way counts as inactive or inconclusive.

SMILES | CCT modulator | ATXN viability | TGFb inhibitor | A549 viability | HepG2 tox | Nrf2 block | pAkt inh | MmCpn inh | Nrf2 ARE act
O=C(O)/C=C\C(=O)Nc1ccccc1F | -5.0 | i | -10.0% | 11.6% | -0.5% | 11.0% | i | 1.2% | 2.4%
Cn1c(SCc2ccc(C#N)cc2)nnc1-c1ccncc1 | -2.0 | ? | 14.7% | -3.0% | 1.0% | 5.4% | i | 1.3% | -0.3%
CN(C)C(=O)c1ccc(NC(=O)CSc2nc3ccccc3[nH]2)cc1 | -1.3 | i | 6.2% | -7.2% | -2.1% | ? | i | 0.2% | 0.0%
Cc1csc(SCCN2C(=O)c3ccccc3C2=O)n1 | -4.4 | i | -5.4% | 0.8% | 4.6% | ? | . | -0.2% | 0.7%
CCOc1ccc2c(c1)c1nnc(SCC(=O)N3CCC(C)CC3)nc1n2C | -0.5 | ? | ? | 0.6% | -17.2% | 19.9% | i | -5.1% | 0.0%
O=C(/C=C/c1ccc(F)cc1)N1CCc2ccccc2C1 | -0.4 | i | -2.8% | 6.1% | 6.1% | 27.5% | i | 1.6% | 15.3%
Cn1c(=O)[nH]c(=O)c2c1nc(Br)n2CC(O)COc1ccccc1 (stereo unspecified) | -1.7 | i | -8.7% | -3.5% | -3.7% | -15.1% | i | -1.1% | -0.6%
CCCCOc1ccccc1C1NC(=O)NC(C)=C1C(=O)OCCOC (stereo unspecified) | 1.7 | i | 1.3% | 14.7% | 4.2% | -14.8% | i | . | -0.1%
N=c1oc2cc(O)ccc2cc1C(=O)Nc1ccc(F)cc1 | 0.4 | . | 0.0% | 23.8% | 0.0% | -18.2% | i | 0.0% | 1.8%
CCCCc1c(-c2ccccc2OC)ncn1CCc1cccc(F)c1 | -4.5 | ? | . | . | . | . | i | . | -0.5%
CCS(=O)(=O)N1Cc2ccccc2CC1C(=O)N1CCN(c2ccccc2)CC1 (stereo unspecified) | -0.3 | i | -3.8% | 4.2% | 2.8% | 3.1% | i | 2.3% | -0.2%
CCc1ccc(C2CC(=O)Oc3c2c(=O)n(C)c2ccccc32)cc1 (stereo unspecified) | . | i | -1.3% | -2.5% | 1.8% | 2.3% | . | . | 0.2%
CCOCc1nnc(NC(=O)CS(=O)(=O)c2ccc(C)cc2)s1 | -0.1 | i | 0.2% | 0.9% | -9.6% | 7.7% | i | 0.1% | 0.0%
COc1ccc([N+](=O)[O-])cc1C(=O)C(=O)c1ccccc1 | -1.2 | i | 1.6% | 5.6% | 6.4% | 5.4% | i | -1.8% | 0.1%
COc1ccc(Br)cc1CNC(=O)CCCc1cn(C)c2ccccc12 | -1.6 | i | -16.5% | -1.7% | -1.4% | -14.9% | i | -0.2% | -0.1%
CCC(C)NC(=O)c1ccc2nc(Cc3ccc(OC)cc3)oc2c1 (stereo unspecified) | -1.1 | i | -0.9%&-0.4% | -0.8%&-0.9% | -16.0%&-15.6% | -23.5% | i | -1.3% | 0.2%&3.5%
CC(C)n1c(SCC(=O)N2CCN(C)CC2)nc2c1c(=O)n(C)c(=O)n2C | 0.0 | i | 1.7% | 0.1% | -34.0% | 5.7% | i | 2.5% | 0.0%
O=C(CCCc1ccccc1)NCCC1=CCCCC1 | -2.7 | i | -5.8% | 3.2% | 0.0% | 6.9% | i | 0.3% | 2.3%
COc1ccc(Cl)cc1NC(=O)CSc1nc(-c2ccccc2)c2ccccc2n1 | . | . | -20.5% | 9.9% | -9.3% | -13.7% | . | . | -0.8%
Cc1nc(COC(=O)c2ccc(CO)cc2)cs1 | 0.1 | i | -3.4% | 9.0% | 11.3% | 8.4% | i | 1.3% | 3.0%
NC(=O)c1ccc(Nc2nc(C(N)c3ccccc3Cl)cs2)cc1 (stereo unspecified) | 0.5 | i | 8.5% | . | -1.3% | . | . | . | -0.5%
CC(NC(=O)CSc1ncccc1C(=O)O)C1CC2CCC1C2 (stereo unspecified) | -0.2 | i | 3.3% | -1.6% | -0.8% | 9.1% | i | 0.2% | 0.3%
O=c1[nH]c2c(cnn2-c2ccc(Cl)cc2)c(=O)n1-c1cccc(Cl)c1 | -1.7 | i | -0.1% | 1.6% | -32.6% | -5.7% | i | 0.2% | -1.0%
CCOC(=O)c1cnn(-c2nc(OC)cc(OC)n2)c1C(F)(F)F | -1.3 | i | 2.3% | -2.4% | 4.8% | 20.7% | i | 0.7% | 0.5%
Cc1nn(C)c(C)c1CCC(=O)N1CCCC(C(=O)c2cccc(OC(C)C)c2)C1 (stereo unspecified) | -0.2 | i | -17.9% | -2.2% | -20.6% | -14.4% | i | 1.7% | 0.1%
SMILES | CCT modulator | ATXN viability | TGFb inhibitor | A549 viability | HepG2 tox | Nrf2 block | pAkt inh | MmCpn inh | Nrf2 ARE act
Cc1cc(C)nc(SCCCNCc2ccc(Br)cc2)n1 | 0.8 | ? | ? | -16.7% | -9.7% | ? | i | 0.0% | -0.2%
Cc1cc(C)cc(OCc2nnc(SCC(=O)c3ccccc3)o2)c1 | -4.3 | i | -4.5% | -5.3% | -3.5% | -25.4% | i | -3.1% | 0.1%
CC(C)(C(=O)Nc1nccs1)c1ccccc1 | -3.0 | i | 0.0% | ? | -25.1% | 0.0% | i | -1.4% | 0.0%
O=C(CSc1c[nH]c2ccccc12)NCC1CCCO1 (stereo unspecified) | -2.1 | ? | 0.1% | 10.3% | 1.5% | 5.7% | i | 1.3% | 0.0%
CCc1ccc(S(=O)(=O)c2nnn3c2nc(Nc2cccc(C)c2C)c2sccc23)cc1 | . | . | 43.4%[activator] | -10.5% | 0.0% | ? | . | . | 0.3%
O=C(CN1CCN(c2ccccc2O)CC1)Nc1ccc2c(c1)CCC2 | 1.6 | i | -21.9% | 15.4% | -1.1% | 14.3% | i | -0.3% | 2.2%
CN(CC(=O)Nc1ccccc1C(F)(F)F)C(=O)C1=COCCO1 | -3.7 | i | ? | -5.6% | -22.1% | 1.4% | i | -14.0% | -0.3%
CCCC(=O)N1CCCC1(C)C(=O)Nc1ccc(C)c(C)c1 (stereo unspecified) | -0.8 | i | 27.5% | . | 13.4% | . | i | . | -0.4%
CCOC(=O)c1cccc(Nc2nc(C(=O)OCC)nc3ccccc23)c1 | . | . | -32.6% | 10.4% | -34.8% | . | . | . | 0.0%
CCc1ccc(NC(=O)c2ccc(F)c(S(=O)(=O)N(CC)c3ccccc3)c2)cc1 | 1.3 | i | 11.2% | 0.6% | 4.8% | -1.4% | i | 1.0% | 0.7%
COc1ccc(S(=O)(=O)N2CCN(Cc3cc(OC)c(OC)c(OC)c3)CC2)cc1 | -3.0 | i | 15.8% | -5.6% | -3.0% | -19.1% | i | 1.6% | 2.2%
N#Cc1cnc(Nc2ccc(F)cc2)nc1N | 1.6 | i | -15.3% | -2.0% | -7.9% | -3.5% | i | -3.5% | 4.3%
S=C(Nc1ccccc1Cl)N1CCCC(c2ccccc2)=N1 | -3.7 | . | -14.3% | -26.5% | -77.6% | 2.2% | i | -2.9% | 5.2%
COC(=O)C(C)Oc1ccc(Cl)c(CN2OCC(C)(C)C2=O)c1 (stereo unspecified) | 0.5 | i | 12.4% | -5.6% | 7.4% | ? | i | . | 0.0%
Cc1c2cnn(-c3ccccc3)c(=O)c2c(C)n1CCCC(=O)Nc1cc(F)ccc1F | . | . | ? | -4.0% | -26.0% | 5.0% | . | . | 4.1%
O=C(Nc1cccc(Cl)c1)C1CCCCC1 | -1.1 | i | -5.2% | 0.9% | -12.5% | 2.4% | i | 0.8% | -0.7%
CCOC(=O)[C@@H](NC(=O)/C=C/[C@H]1O[C@@H](n2ccc(=O)[nH]c2=O)[C@H](O)[C@@H]1O)C(C)C | 2.3 | i | 0.5% | . | -1.8% | . | i | . | -0.2%
CS(=O)(=O)Nc1cccc(C2=NN(C(=O)c3ccco3)C(c3ccco3)C2)c1 (stereo unspecified) | -1.4 | ? | 3.7% | -21.2% | -9.6% | -21.5% | i | 1.8% | 1.9%
Cc1nccn1-c1ccc(NC(=O)[C@H]2O[C@@H](n3ccc(N)nc3=O)[C@H](O)[C@@H]2O)cc1 | -0.2 | i | . | . | . | . | i | . | 0.0%
Cc1cc(N/C=C(\C#N)S(=O)(=O)c2ccccc2Cl)nc(C)n1 | 2.8 | i | 65.6%[activator] | 1.1% | -1.8% | 3.5% | i | -2.1% | 0.3%
COCc1cc(=O)[nH]c(/N=C(\N)Nc2ccc(Cl)c(Cl)c2)n1 | -3.3 | i | 6.9% | 2.2% | -9.4% | -3.5% | i | -0.1% | 0.2%

An excerpt from above in order of count of non-hydrogen atoms, falling:
SMILES | CCT modulator | ATXN viability | TGFb inhibitor | A549 viability | HepG2 tox | Nrf2 block | pAkt inh | MmCpn inh | Nrf2 ARE act
CCc1ccc(S(=O)(=O)c2nnn3c2nc(Nc2cccc(C)c2C)c2sccc23)cc1 | . | . | 43.4%[activator] | -10.5% | 0.0% | ? | . | . | 0.3%
CCc1ccc(NC(=O)c2ccc(F)c(S(=O)(=O)N(CC)c3ccccc3)c2)cc1 | 1.3 | i | 11.2% | 0.6% | 4.8% | -1.4% | i | 1.0% | 0.7%
O=C(CN1CCN(c2ccccc2O)CC1)Nc1ccc2c(c1)CCC2 | 1.6 | i | -21.9% | 15.4% | -1.1% | 14.3% | i | -0.3% | 2.2%
N#Cc1cnc(Nc2ccc(F)cc2)nc1N | 1.6 | i | -15.3% | -2.0% | -7.9% | -3.5% | i | -3.5% | 4.3%
O=C(Nc1cccc(Cl)c1)C1CCCCC1 | -1.1 | i | -5.2% | 0.9% | -12.5% | 2.4% | i | 0.8% | -0.7%
